SKN-1 block: suppressors of acrylamide-induced Pgst-4::GFP reporter in worms, primary screen, SKN-1 inhibitor project, whole organism, uHTS, GFP/RFP fluorescence ratio, strain VP596. C. elegans VP596 Pgst-4::GFP/RFP ratio, 24 h. inhibition, % at 21.8 µM. 0.49% of 360,000 active;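 active means interference check ratio from 0.5 to 1.5 plus GFP to RFP signal ratio inhibition reaching or exceeding a fixed threshold, cut at about 30% in these data, passing the limit was not always enough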; further: some compounds called inactive have numbers as strong as hits
MsrA act: bovine MsrA enzyme activators, primary screen, biochemical, absorbance, HTS. Methionine sulfoxide reductase A (Bos taurus). purified bovine MsrA, absorbance read-out. activation, % at 10.6 µM. 0.3% of 360,000 active; in the data active means activation above about 7.5%;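 further: 0% = vehicle and 100% = reference activator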
Tb MetRS inh: T. brucei MetRS inhibitors, primary screen, biochemical, luminescence; purified T. brucei MetRS, ATP depletion, Kinase-Glo luminescence; 0.4% of 360,000 active; inhibition, % at 11.9 µM; AID 624268, 2012;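 active means inhibition above a per-plate cutoff of the control wells' mean inhibition plus 3 SD, cut at about 5.5% in these data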;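 further: 0% = DMSO wells median and 100% = median of wells with control inhibitor compound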
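Material: parasite MetRS enzyme / Replication: singlicate, one well per compound / Signal: luminescence of leftover ATP / Schedule: 2 h aminoacylation at 25 °C after 15 min preincubation / Medium: HEPES-MgCl2-KCl buffer plus DTT, spermine, BSA, pyrophosphatase / Doses: 11.9 µM single point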
MT1-MMP act inh: blockers of MT1-MMP proenzyme processing, primary screen, HT1080 RFP-PRO-GFP cells, GFP/RFP fluorescence | GFP/RFP ratio change, % at 20 µM | AID 651647, 2012 | 0.061% of 360,000 active | GFP/RFP ratio fluorescence, overnight; percent of plate control window, DMSO zero;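 active means GFP/RFP ratio change of at least 30% with cell ATP level not reduced by more than half and red fluorescence within 50% of control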; further: strong numbers were not always called active
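Material: RFP-PRO-GFP reporter HT1080 cells. Dosing: single-point 20 µM compound, 1% DMSO. Controls: DMSO and RFP-L50D-GFP cell wells. Timing: cells overnight before dosing, compound overnight, 37 °C, 5% CO2. Measure: GFP/RFP fluorescence ratio.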
CendR NRP1 mod: modulators of CendR peptide binding to NRP-1, primary screen, biochemical, fluorescence polarization, uHTS; inhibition, % at 25 µM; FAM-RPARPAR peptide binding to NRP-1; Neuropilin-1 (Homo sapiens), O14786; AID 602438, 2012; 0.85% of 360,000 active;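 active means inhibition or corrected inhibition above about 18%, plus a signal ratio from 0.5 to 1.5, limit read from the data, passing the limit was not always enough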; further: strong numbers were not always called active
Target sequence (O14786 whole entry, looked up): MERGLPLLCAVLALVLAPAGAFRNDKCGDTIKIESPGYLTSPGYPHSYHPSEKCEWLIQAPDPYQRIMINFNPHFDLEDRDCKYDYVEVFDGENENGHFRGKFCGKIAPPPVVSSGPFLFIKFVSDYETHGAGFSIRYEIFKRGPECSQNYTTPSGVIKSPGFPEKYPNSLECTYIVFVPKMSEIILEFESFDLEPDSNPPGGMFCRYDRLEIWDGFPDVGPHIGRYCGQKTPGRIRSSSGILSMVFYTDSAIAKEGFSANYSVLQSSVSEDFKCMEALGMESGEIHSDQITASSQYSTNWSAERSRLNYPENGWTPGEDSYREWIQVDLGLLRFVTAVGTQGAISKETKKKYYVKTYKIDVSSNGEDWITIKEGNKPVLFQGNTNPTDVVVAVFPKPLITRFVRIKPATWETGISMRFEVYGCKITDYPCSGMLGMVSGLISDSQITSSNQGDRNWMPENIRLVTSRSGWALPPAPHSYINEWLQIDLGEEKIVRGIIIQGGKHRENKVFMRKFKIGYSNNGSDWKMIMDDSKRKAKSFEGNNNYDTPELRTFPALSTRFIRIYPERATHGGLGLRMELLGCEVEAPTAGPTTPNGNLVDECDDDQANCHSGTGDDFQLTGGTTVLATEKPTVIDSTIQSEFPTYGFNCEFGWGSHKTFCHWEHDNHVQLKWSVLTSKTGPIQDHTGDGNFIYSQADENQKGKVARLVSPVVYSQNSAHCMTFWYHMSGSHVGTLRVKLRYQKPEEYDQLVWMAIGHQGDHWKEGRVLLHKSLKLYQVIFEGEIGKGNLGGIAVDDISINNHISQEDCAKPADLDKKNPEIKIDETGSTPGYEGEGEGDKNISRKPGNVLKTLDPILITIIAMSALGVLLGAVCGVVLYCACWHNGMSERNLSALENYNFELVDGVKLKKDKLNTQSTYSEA
PABP1 MLLE inh: inhibitors of PABP1 MLLE–PAM2 peptide binding, primary screen, biochemical, fluorescence polarization, FITC-PAM2, GST-MLLE. AID 588489, 2011. 0.36% of 360,000 active. inhibition, % at 20 µM; in the data active means inhibition above about 35%, passing the limit was not always enough;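 further: plate controls were DMSO wells with GST-MLLE for no effect and wells lacking GST-MLLE protein for full effect; some results filed as inactive read as strong as hits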
E coli Lon inh: inhibitors of E. coli Lon protease, primary screen, biochemical, fluorescence polarization | P0A9M0 | purified E. coli Lon protease | inhibition, % at 7.94 µM | 0.42% of 360,000 active; in the data active means inhibition above about 13%, passing the limit was not always enough;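 further: 0% = enzyme with probe and DMSO and 100% = no enzyme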
MsrA inh: bovine MsrA enzyme inhibitors, primary screen, biochemical, absorbance, HTS | 0.75% of 360,000 active | inhibition, % at 15.5 µM | Methionine sulfoxide reductase A (Bos taurus) | purified bovine MsrA, absorbance read-out; in the data active means inhibition above about 4.5%;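 further: 0% = vehicle wells with enzyme and 100% = reference inhibitor wells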
FAS-TE inh: FAS thioesterase domain inhibitors, primary screen, biochemical, fluorescence intensity, uHTS; Fatty acid synthase (Homo sapiens), P49327; inhibition, % at 15 µM; 0.67% of 360,000 active; recombinant FAS-TE, OMFH fluorogenic substrate, fluorescence endpoint;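 active means compounds whose normalised, plate-corrected inhibition of enzyme fluorescence in the single-dose primary screen is 50% or more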;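 further: 0% = DMSO with enzyme and 100% = substrate without enzyme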
* marks the source's active call; other numbers are inactive results; . = not tested or not shown.

SMILES	SKN-1 block	MsrA act	Tb MetRS inh	MT1-MMP act inh	CendR NRP1 mod	PABP1 MLLE inh	E coli Lon inh	MsrA inh	FAS-TE inh
O=C(NNC(=S)Nc1ccc(F)cc1)c1cccc([N+](=O)[O-])c1	5	-1	-0.6	5	5	20	0	1.9	6
COC(CNC(=O)CCc1c(C)nc2c(c(C)nn2-c2ccc(C)cc2)c1C)OC	4	0	-0.6	-3	-9	-6	-2	0.6	-4
Cc1c(Cl)cccc1NC(=S)N1CCCN(Cc2ccc(F)cc2)C1	-10	-8	-1.1	1	-2	5	-7	-1.4	2
O=C(NCCc1ccccc1)C(NS(=O)(=O)c1cccc2nsnc12)c1ccccc1 (centres undefined)	-1	-4	-1.4	-13	-4	0	-3	-0.4	9
CC(C)(C)c1cc(C(=O)O)n[nH]1	0	-4	0.5	2	-2	0	-8	0.0	-8
Cn1c2c(c3cc([N+](=O)[O-])ccc31)CCCC2	-10	-1	-0.1	-1	0	5	1	0.7	-2
C=CCN(c1ccccc1)S(=O)(=O)c1cccc(C(=O)O)c1	-13	-11	-0.9	11	1	14	2	1.7	-9
Cc1c(C(=O)N2CCN(C)CC2)oc2ccc(Br)cc12	1	-7	-0.3	-4	8	-2	3	-1.1	-5
COc1ccccc1CC(=O)N1CCN(c2ccc(F)cc2)CC1	-2	-1	-0.2	2	0	0	-2	0.2	-8
O=C1NC(=Nc2ccc(Cl)cc2)SC1Cc1cccc(Cl)c1Cl (centres undefined)	-1	-9	-1.0	8	-9	4	-2	1.7	-2
O=C(CN1C(=O)CCC1=O)Nc1nc(-c2nc3ccccc3s2)cs1	-11	0	-0.1	5	-7	-2	-4	2.1	-6
CC1(C)OC(=O)C=C[C@]2(C)[C@H]3CC[C@@]4(C)[C@H](c5ccoc5)OC(=O)[C@H]5O[C@]54[C@]3(C)C(=O)C[C@@H]12	16	-3	0.3	-7	22	4	0	0.3	1
Cn1cc(Br)c(C(=O)NC2CCCCC2)n1	-10	-3	-0.2	-1	-2	3	-5	0.4	-8
Cc1cccc(N2CCN(C(C(=O)NCc3ccccc3)c3ccco3)CC2)c1C (centres undefined)	2	.	-0.6	-7	14	.	.	0.2	.
CCN(CC)c1ccc(C(=O)OCC(=O)Nc2cc(C)on2)cc1	5	-3	-0.4	2	0	19	-15	2.4	3

Some of these compounds in order of their number in E coli Lon inh, lowest first:
Structure,SKN-1 block,MsrA act,Tb MetRS inh,MT1-MMP act inh,CendR NRP1 mod,PABP1 MLLE inh,E coli Lon inh,MsrA inh
Cn1cc(Br)c(C(=O)NC2CCCCC2)n1,-10,-3,-0.2,-1,-2,3,-5,0.4
COC(CNC(=O)CCc1c(C)nc2c(c(C)nn2-c2ccc(C)cc2)c1C)OC,4,0,-0.6,-3,-9,-6,-2,0.6
O=C(NNC(=S)Nc1ccc(F)cc1)c1cccc([N+](=O)[O-])c1,5,-1,-0.6,5,5,20,0,1.9

(more compounds)
SMILES	SKN-1 block	MsrA act	Tb MetRS inh	MT1-MMP act inh	CendR NRP1 mod	PABP1 MLLE inh	E coli Lon inh	MsrA inh	FAS-TE inh
CCOc1ccc(S(=O)(=O)N2CCN(c3ccc(C)cc3C)CC2)cc1	-12	6	-0.8	3	-5	7	-1	0.1	29
COC(=O)c1sccc1NC(=O)CCC1CCCC1	20	-1	-0.5	-14	6	-16	-7	-1.3	14
O=C1COc2ccc(C(=O)COC(=O)/C=C/c3ccco3)cc2N1	1	-7	-0.5	3	-35	-1	-12	.	-1
CC(=O)c1ccc(S(=O)(=O)NCCC(=O)NC(C)c2ccncc2)cc1 (centres undefined)	2	-10	-0.4	0	-6	1	0	0.7	-1
O=C(NCc1nnc(SCC(=O)N2CCCc3ccccc32)o1)c1ccccc1F	-2	-13	-1.6	.	-2	30	-1	-0.3	-7
CCOC(=O)C(C)Sc1nc(-c2ccccc2)nc2ccccc12 (centres undefined)	8	-1	0.1	-1	3	-8	5	0.3	21
COCn1ccnc1C(O)(c1ccc(OC)cc1)c1ccc(OC)cc1	3	-4	-0.5	-2	-2	-3	-7	-0.5	-5
COc1cc(C2SC(C)C(=O)N2CCc2ccccc2)cc(OC)c1OC (centres undefined)	1	-2	-0.6	-4	8	13	4	0.7	-4
O=C(CSc1nnc(CN2CCCC2)n1-c1ccccc1)c1ccc2c(c1)OCO2	20	-1	-0.1	-5	7	-102	-6	0.0	-1
O=C(CSc1ncnc2c1nnn2Cc1ccccc1F)NCC1CCCO1 (centres undefined)	-5	-3	-0.4	4	4	26	-5	-1.1	3
COc1ccc(C(Nc2ccc(S(=O)(=O)N3CCOCC3)cc2)C(=O)NCCC(C)C)cc1OC (centres undefined)	6	0	0.0	-2	-2	5	3	0.2	1
CCCC(C)CO (centres undefined)	15	-3	-0.1	-1	0	4	-1	1.1	-4
COc1cc(C2c3c(oc4ccccc4c3=O)C(=O)N2Cc2ccncc2)ccc1O (centres undefined)	-25	0	-0.7	3	-5	-2	-2	1.1	-5
CC(=O)c1nn(-c2cccc(Br)c2)cc1C(=O)c1ccc2ccccc2c1	-6	0	-0.7	3	2	6	9	-0.5	-1
O=C(Cc1ccc(Cl)cc1)NC(=S)Nc1ccccc1N1CCOCC1	7	-4	-0.2	-12	3	17	3	0.6	25
COCCCNC1=C(Cl)C(=O)c2ccccc2C1=O	14	5	-0.2	0	4	11	7	-0.7	2
O=C(CN(C1CCCCC1)S(=O)(=O)c1ccc(F)cc1)NCC1CCCO1 (centres undefined)	-5	0	-0.3	-19	0	2	1	0.2	6
Cc1ccc(Cl)c2sc(NC(=O)C3CC3)nc12	-14	-4	-0.3	0	-4	-20	-1	1.8	0
COC(=O)c1sccc1-c1ccc(/C=N/OC(=O)c2ccccc2)o1	-2	-5	-1.1	6	-22	7	-2	1.4	19
CCCCn1nnnc1SCC(=O)Nc1ccc(F)cc1	-11	-13	-0.5	4	-12	5	0	0.3	-8
CCCCn1c(SCC(=O)N(CC)C2CCS(=O)(=O)C2)nnc1C(CC)N(C)C (centres undefined)	9	5	-0.3	2	5	-9	1	0.5	-7
CCOC(=O)C1=C(C)NC(C)=C(C(=O)OCC)C1C(=O)OCC(=O)N(CC)C1CCS(=O)(=O)C1 (centres undefined)	5	-5	0.2	2	8	9	-2	0.7	-6
Cn1/c(=N/N=C/c2ccc(N3CCOCC3)cc2)sc2ccccc21	-14	-9	-1.1	2	-8	-7	2	1.1	10
CCCCn1c(SCC(=O)Nc2ccccc2C(F)(F)F)nc2ccsc2c1=O	26	0	0.2	-1	-3	-11	-8	0.8	20
CCCn1nc(C(=O)OCC(=O)Nc2cccc(S(N)(=O)=O)c2)c2ccccc2c1=O	-2	0	0.6	1	0	-6	-1	0.5	-2
CCOc1ccc(N2CC(NC(=O)c3ccc4ccccc4c3)CC2=O)cc1 (centres undefined)	-36	-7	-0.5	0	-2	-1	3	0.4	-11
CCOc1cc(C=NN2CCCCCC2)ccc1O	-3	-1	0.0	1	-9	-31	1	3.1	1
Cc1cc(F)ccc1NC(=O)CCc1ccc(S(=O)(=O)N2CCOCC2)cc1	2	-3	-0.4	0	0	8	-10	0.0	-3
Cc1ccc(S(=O)(=O)NC2OC(=O)C(Cl)=C2Cl)cc1 (centres undefined)	11	-6	-0.2	-7	-17	26	-6	3.3	-7
COc1cccc(CN(CC(=O)NC2CCCC2)C(=O)Cn2nnc(-c3cccs3)n2)c1	-6	0	0.3	-2	-8	-5	-1	-0.6	-1
CSc1cccc(NC(=S)NC(=O)CCc2ccccc2)c1	9	-4	-0.2	5	7	14	-1	-0.8	25
O=C(COC(=O)c1cccc(C(F)(F)F)c1)NC(=O)NC1CCCC1	12	-2	-0.3	-1	11	7	4	-0.4	14
COCCNC(=O)C(=O)NNC(=O)CCc1ccccc1	8	-1	-0.1	0	4	-13	2	0.3	-8
CC(C)NC(C(=O)Nc1cc(Cl)cc(Cl)c1)c1ccccc1 (centres undefined)	14	0	-0.2	4	7	-7	-3	1.1	16
Cc1ccc(S(=O)(=O)N2CCN(C(=O)COC(=O)/C=C/c3ccc(Cl)cc3)CC2)c(C)c1	2	-2	0.1	-6	9	-63	-17	0.5	-6
CN1/C(=C\C(=O)C[n+]2cccc(C(N)=O)c2)C(C)(C)c2ccccc21	-16	-1	-0.1	1	13	10	-8	4.4	-5
CCc1cccc(NC(=O)Cn2c(=O)c3cccn3c3ccccc32)c1	10	-7	0.5	1	5	-5	3	0.6	1
CCOc1ccc(NC(=O)CN2C(=O)CCSc3ccc(S(=O)(=O)N4CCCC4)cc32)cc1	3	-3	-0.4	-3	-5	-11	0	0.7	2
O=C(c1ccc([N+](=O)[O-])o1)N1CCN(c2nc3c(Cl)cccc3s2)CC1	-4	2	-0.2	2	-4	1	1	1.2	36
COc1ccc(Cn2c(=S)[nH]c3cc(C(=O)N4CCN(c5ccccc5)CC4)ccc3c2=O)cc1	16	-3	-0.1	-1	-4	-70	8	0.8	8
Cc1[nH]ccc(=O)c1OCc1c(F)cccc1Cl	2	-4	-0.1	2	4	6	-4	0.6	-4

Of the compounds above, these have an aryl thioether with sulfur outside any ring.
SMILES	SKN-1 block	MsrA act	Tb MetRS inh	MT1-MMP act inh	CendR NRP1 mod	PABP1 MLLE inh	E coli Lon inh	MsrA inh	FAS-TE inh
O=C(NCc1nnc(SCC(=O)N2CCCc3ccccc32)o1)c1ccccc1F	-2	-13	-1.6	.	-2	30	-1	-0.3	-7
CCOC(=O)C(C)Sc1nc(-c2ccccc2)nc2ccccc12 (centres undefined)	8	-1	0.1	-1	3	-8	5	0.3	21
O=C(CSc1nnc(CN2CCCC2)n1-c1ccccc1)c1ccc2c(c1)OCO2	20	-1	-0.1	-5	7	-102	-6	0.0	-1
O=C(CSc1ncnc2c1nnn2Cc1ccccc1F)NCC1CCCO1 (centres undefined)	-5	-3	-0.4	4	4	26	-5	-1.1	3
CCCCn1nnnc1SCC(=O)Nc1ccc(F)cc1	-11	-13	-0.5	4	-12	5	0	0.3	-8
CCCCn1c(SCC(=O)N(CC)C2CCS(=O)(=O)C2)nnc1C(CC)N(C)C (centres undefined)	9	5	-0.3	2	5	-9	1	0.5	-7
CCCCn1c(SCC(=O)Nc2ccccc2C(F)(F)F)nc2ccsc2c1=O	26	0	0.2	-1	-3	-11	-8	0.8	20
CSc1cccc(NC(=S)NC(=O)CCc2ccccc2)c1	9	-4	-0.2	5	7	14	-1	-0.8	25

Screens deposited in PubChem by several laboratories.
